# SARS 3CLpro inh: SARS-CoV 3CLpro protease inhibition; inhibition, % at 6 µM; recombinant SARS-CoV 3CLpro, quenched FRET peptide cleavage; P0C6X7; actives 0.14% (n = 290,000); in the data active = inhibition above about 12%
# Rv3671c inh: inhibitors of M. tuberculosis serine protease Rv3671c. actives 0.048% (n = 320,000). inhibition, % at 5.96 µM. P9WHR9; in the data active = inhibition above about 38%;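 note: extracellular domain of Rv3671c used as enzyme; 0% = enzyme with DMSO and 100% = no enzyme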
# Target sequence (P9WHR9 whole entry, looked up, the tested form may be a part): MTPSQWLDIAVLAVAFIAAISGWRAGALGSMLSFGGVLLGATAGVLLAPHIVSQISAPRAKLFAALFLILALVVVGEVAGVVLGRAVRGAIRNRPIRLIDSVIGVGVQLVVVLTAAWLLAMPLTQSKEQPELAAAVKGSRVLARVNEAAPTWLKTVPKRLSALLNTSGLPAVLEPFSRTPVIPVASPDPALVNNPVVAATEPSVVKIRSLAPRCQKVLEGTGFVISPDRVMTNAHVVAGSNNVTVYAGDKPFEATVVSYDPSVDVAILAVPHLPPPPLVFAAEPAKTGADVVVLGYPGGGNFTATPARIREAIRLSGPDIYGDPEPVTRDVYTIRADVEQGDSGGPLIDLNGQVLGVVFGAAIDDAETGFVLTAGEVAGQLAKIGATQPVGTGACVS
# MazEF act: MazEF (E. coli) toxin RNase activation | P0AE70 | FAM/BHQ RNA-DNA oligo cleavage fluorescence, 5 h | activation, % at 20 µM | actives 0.32% (n = 350,000) | AID 504720; in the data active = activation above about 50%
# Target sequence (P0AE70 whole entry, looked up): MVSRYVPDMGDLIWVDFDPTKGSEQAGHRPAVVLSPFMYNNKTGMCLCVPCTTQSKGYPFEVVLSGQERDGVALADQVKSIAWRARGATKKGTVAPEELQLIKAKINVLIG
# Yp Topo-I inh: Y. pestis Topo-I inhibition via cleavage products. actives 0.064% (n = 360,000). activity, % at 10 µM. Y. pestis Topo-I cleavage product accumulation, plate reader; in the data active = activity above about 50%, passing the limit was not always enough; note: inactives centre near 2
# DUSP3 inh: DUSP3 (human) phosphatase inhibition. P51452. recombinant VHR phosphatase, pNPP absorbance. inhibition, % at 13.3 µM. actives 0.52% (n = 290,000); in the data active = inhibition above about 50%; note: some compounds called inactive have numbers as strong as hits
# Target sequence (P51452 whole entry, looked up): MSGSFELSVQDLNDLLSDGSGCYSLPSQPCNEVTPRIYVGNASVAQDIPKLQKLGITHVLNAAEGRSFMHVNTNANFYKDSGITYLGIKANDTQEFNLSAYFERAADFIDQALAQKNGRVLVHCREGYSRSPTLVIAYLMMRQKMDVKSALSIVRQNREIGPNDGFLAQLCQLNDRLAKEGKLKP
# BH1578 lux ind: quorum light induction in luxS cqsA deficient V. cholerae; actives 0.16% (n = 350,000); activation, % at 18.7 µM; V. cholerae BH1578 lux reporter, luminescence, 6 h; in the data active = activation mostly above about 9.7%, no sharp cut-off; note: not every result past the cut was called active; inactives centre near 0; reference of the scale not given here
# PrPC surface inh: cell surface PrPC inhibition, primary TR-FRET screen. P04156. TR-FRET read-out. inhibition, % at 13.8 µM. actives 0.43% (n = 370,000); in the data active = inhibition above about 24%; note: 0% = median of the test wells and 100% = reference compound wells
# CCHF vOTU inh: blocks the CCHF virus ovarian tumor domain protease. actives 0.55% (n = 370,000). inhibition, % at 11.5 µM. CCHFV vOTU protease, Pep-AMC fluorescence; in the data active = inhibition above about 30%; note: 0% = vehicle wells with enzyme and 100% = no enzyme wells
# TcdB GH inh: TcdB glycohydrolase inhibition. P18177. TcdB glycohydrolase enzymatic assay, plate reader. inhibition, % at 9.99 µM. actives 0.24% (n = 350,000). AID 652162; in the data active = inhibition above about 10%
# SSB-PriA inh: inhibitors of Klebsiella pneumoniae PriA binding to SSB C-terminal tail. inhibition, % at 33 µM. actives 0.6% (n = 430,000). AlphaScreen SSBct-PriA binding, biotinylated peptide. AID 1272365; in the data active = inhibition mostly above about 37%, no sharp cut-off; inactive = mostly below about 20%;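 note: plate controls were negative control peptide for no effect and reference peptide for full effect; strong numbers were not always called active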
# Numbers without * were called inactive; i = inactive; nt = not tested or not shown. These rows are one share of the data; count on the stated rates, not on these rows.
compound	PrPC surface inh	Yp Topo-I inh	MazEF act	SSB-PriA inh	CCHF vOTU inh	SARS 3CLpro inh	TcdB GH inh	Rv3671c inh	DUSP3 inh	BH1578 lux ind
C=CCn1c(=O)c(C(=O)NCc2ccc3c(c2)OCO3)c(O)c2ccccc21	0.0	8.8	-4.0	-2.1	-1.2	4.6	-0.2	-16.7	-1.6	0.6
O=C(COC(=O)C1=COCCO1)Nc1c(F)cccc1F	4.7	2.7	3.2	-14.5	-1.5	nt	1.1	7.3	nt	-1.8
Cc1cccc(NC(=O)c2cc(NC(=O)CCCC(=O)O)ccc2Cl)n1	5.2	5.4	1.5	-10.7	-5.0	-8.7	nt	-1.6	26.1	-0.2
Cc1ccccc1C(c1ncccc1C)N(C)C(=O)C1CCN(CCOc2ccc(Cl)cc2Cl)CC1 (configuration not stated)	-9.4	24.4	nt	nt	23.8	nt	0.3	nt	nt	-0.8
O=C(NC1CCS(=O)(=O)C1)c1cc(-c2ccccc2)nc2ccccc12 (configuration not stated)	-4.8	-16.0	1.7	6.3	7.1	9.2	-3.7	2.0	-2.0	-0.1
N#CC(c1ccccc1F)(c1ncc(C(F)(F)F)cc1Cl)N1CCOCC1 (configuration not stated)	-0.4	12.2	-4.4	1.7	2.5	-0.1	nt	-11.4	1.8	1.0
CC(C)S(=O)(=O)N1CCCC(c2cc(C(=O)NCc3cccnc3)no2)C1 (configuration not stated)	3.5	-0.1	nt	nt	6.3	nt	-3.4	nt	nt	-0.7
CCCn1c(=N)c(C#N)cc2c(=O)n3ccccc3nc21	-18.1	1.1	-15.6	-11.8	-47.7	6.3	nt	7.3	33.1	i
CC(C)(C)OC(=O)N1CCC[C@H]1c1nnc(SCc2ccc(Cl)cc2)o1	3.4	-11.6	-1.0	-24.2	-10.9	3.2	4.3	0.6	-12.6	-0.3
CN(C)CCCO[C@@H]1[C@H]2OC(C)(C)O[C@H]2O[C@@H]1[C@H](O)CO	5.2	2.6	-0.4	-1.3	1.5	nt	1.0	-0.8	nt	i
COc1cc(/C=N/NC(=S)Nc2cccnc2)cc(OC)c1OC	2.9	5.5	0.3	nt	-2.9	1.6	0.6	0.3	-1.5	0.2
Cc1ccc(N(CC(=O)N2CCCCC2)S(=O)(=O)c2ccc(C)cc2)cc1	5.1	8.1	-1.0	-5.1	10.2	5.0	1.3	-3.6	13.9	i
CC(SC1=NCCN1S(C)(=O)=O)c1ccccc1 (configuration not stated)	-9.3	0.2	11.1	5.8	-1.5	0.1	5.4	-13.2	-9.3	i
CC(C)(C)c1ccc(OCCON2C(=O)CCC2=O)c(Cl)c1	0.3	14.1	3.9	-24.1	4.4	4.1	nt	-3.6	28.6	-0.3
Cc1ccc2[nH]cc(CCNC(=O)c3cccs3)c2c1	6.2	2.5	2.9	5.6	0.0	2.0	2.0	nt	52.0*	-0.1
CCC(CC)C(=O)Oc1c(Sc2ccccc2[N+](=O)[O-])c(C)nn1C(C)(C)C	-8.4	36.2	-7.6	26.7	8.9	4.2	nt	-0.2	-31.6	-0.7
O=C(O)c1ccc(NS(=O)(=O)c2cccc3cccnc23)cc1	2.1	0.0	7.7	-6.4	3.3	-5.7	-2.6	2.1	17.0	-0.2
COc1ccccc1N1CCN(C(=O)CN2C(=O)c3cccc4cccc(c34)C2=O)CC1	-29.6	-6.1	2.0	-6.4	21.0	3.5	0.9	3.6	6.4	-1.7
COc1ccccc1NS(=O)(=O)c1ccc2nc(CCl)[nH]c2c1	7.5	4.8	-1.7	-4.6	10.3	8.1	0.5	3.0	36.0	i
Cc1ccc(S(=O)(=O)/N=c2\ccc(Cl)cn2C(F)F)cc1	8.1	4.9	4.4	nt	-0.5	-4.7	1.3	-4.8	-8.7	i
CC1CCCN(C(=O)C2CCN(S(=O)(=O)c3cccc4nsnc34)CC2)C1 (configuration not stated)	-8.5	7.5	-1.1	-8.4	7.7	-2.8	1.9	-5.0	27.9	-0.3
Cc1ccccc1NC(=O)N1CCNC(=O)C1CC(=O)Nc1cc(Cl)ccc1Cl (configuration not stated)	-4.4	-11.5	6.3	-4.2	-5.3	3.6	0.5	0.6	14.5	0.6
O=C1NC(Cc2ccccc2)c2nc3ccc(Cl)cc3c(=O)n2-c2cc(Cl)ccc21 (configuration not stated)	4.0	nt	nt	nt	-2.1	nt	-1.5	-10.6	nt	nt
COc1ccc(NS(=O)(=O)c2cccc3ccccc23)cc1	-10.2	2.2	8.1	0.8	1.6	nt	-0.2	-5.0	nt	-0.7

# Gathered by group, those above containing a cyano group (2)
compound	PrPC surface inh	Yp Topo-I inh	MazEF act	SSB-PriA inh	CCHF vOTU inh	SARS 3CLpro inh	TcdB GH inh	Rv3671c inh	DUSP3 inh	BH1578 lux ind
N#CC(c1ccccc1F)(c1ncc(C(F)(F)F)cc1Cl)N1CCOCC1 (configuration not stated)	-0.4	12.2	-4.4	1.7	2.5	-0.1	nt	-11.4	1.8	1.0
CCCn1c(=N)c(C#N)cc2c(=O)n3ccccc3nc21	-18.1	1.1	-15.6	-11.8	-47.7	6.3	nt	7.3	33.1	i

# Later entries.
compound	PrPC surface inh	Yp Topo-I inh	MazEF act	SSB-PriA inh	CCHF vOTU inh	SARS 3CLpro inh	TcdB GH inh	Rv3671c inh	DUSP3 inh	BH1578 lux ind
Cc1sc2ncnc(NCC3COc4ccccc4O3)c2c1C (configuration not stated)	20.5	3.7	3.6	-17.6	-3.1	2.9	nt	-11.4	-3.4	i
O=C(Nc1ccccc1Cl)c1csc(-c2cccnc2)n1	-2.3	-0.4	7.5	-5.8	-0.6	-1.5	0.2	-7.3	12.7	i
Cc1c(S(=O)(=O)N2CCN(C(=O)c3ccco3)CC2)c(=O)n(C)c(=O)n1C	-9.7	-0.2	-0.4	-12.5	0.3	-1.0	0.4	2.4	5.6	i
O=C(NC(c1ccccc1)c1ccsc1)C1CCN(Cc2ccc(Cl)c(Cl)c2)CC1 (configuration not stated)	-1.2	2.4	nt	nt	0.6	nt	0.5	nt	nt	0.8
CCOC(=O)c1ccc(NC(=O)c2c(N)n(Cc3ccccc3)c(=O)[nH]c2=O)cc1	-2.2	10.1	-49.1	-17.1	-6.8	nt	nt	-3.9	nt	i
Cc1ccc(NNc2c(C)nc3ccccc3nc2=O)cc1	-1.8	-8.8	-3.2	-5.3	-2.5	-1.1	-1.2	-4.4	1.4	i
Cc1ccc(/C=N/NC(=O)C2(C)CC2(Br)Br)cc1 (configuration not stated)	4.2	-2.0	-0.2	nt	-8.4	4.8	0.7	-12.2	-2.1	8.3
CC(C)CCn1cnc2c(c1=O)c1nc3ccccc3nc1n2Cc1ccc2c(c1)OCO2	12.5	-4.4	-18.7	-10.8	-23.7	0.4	0.4	nt	-7.3	i
COc1cc(OC)c(NS(=O)(=O)c2cc(C(=O)OCC(=O)NCC3CCCO3)ccc2OC)cc1Cl (configuration not stated)	5.5	-2.6	5.7	2.9	-5.8	0.7	-1.7	-0.9	-18.9	1.6
O=C(c1ccc(OCc2cn3ccccc3n2)cc1)N1CCN(S(=O)(=O)c2ccccc2F)CC1	5.8	32.1	5.4	0.2	3.8	nt	0.6	nt	nt	i
CC1(C(=O)Nc2ccc3c(c2)OCCO3)CC1(Cl)Cl (configuration not stated)	-3.8	7.0	3.2	-16.1	-8.5	-0.4	-1.1	2.9	29.6	-1.7
Brc1ccc(-c2ncc(-c3ccccc3)cn2)cc1	-0.7	3.4	-7.9	-18.1	5.3	-0.5	nt	-1.0	20.8	nt
CCCn1nc(Oc2nc(SC)nc(N(C)C)n2)ccc1=O	-1.6	-5.7	-3.7	-18.0	4.6	-1.5	nt	-8.0	31.9	-1.2
COc1ccc(CCNC(=O)C2CCN(S(=O)(=O)N3CCCCC3)CC2)cc1OC	-0.3	2.4	7.1	5.2	-14.1	0.9	nt	1.1	22.1	i
CCC(C(=O)OCC(=O)N1CCN(S(=O)(=O)c2ccc(C)cc2C)CC1)c1ccccc1 (configuration not stated)	4.5	33.8	5.0	-1.4	0.6	nt	2.0	-4.4	nt	-1.3
COc1ccc(-c2ccc(CN3C(C(C)C)C(=O)N(Cc4cn(CCC5OCCCO5)nn4)CCS3(=O)=O)cc2)cn1 (configuration not stated)	-3.5	26.1	3.6	nt	24.9	nt	1.3	nt	nt	1.1
CCOCCn1c(SCc2ccccc2)nc2c1c(=O)[nH]c(=O)n2C	6.6	2.0	0.8	-7.1	-3.2	nt	1.2	2.5	-5.0	-0.2
O=c1c2ccccc2nc(N2CCN(c3ccccc3)CC2)n1Cc1ccccc1	-3.2	33.4	-10.6	-7.7	-0.7	0.3	1.8	-8.2	29.2	-0.2
CCOc1ccc(/C=C/C(=O)CCC(=O)O)cc1	0.7	-4.3	2.3	-5.5	18.5	4.0	1.6	-4.3	4.8	i
O=C(N/N=C/C=C/c1ccccc1)c1cccs1	2.1	0.9	10.0	nt	-6.4	-3.9	0.5	1.1	4.8	i
COc1ccc(C2c3[nH]c4ccccc4c3CCN2C(=O)c2cn3ccccc3n2)c(F)c1 (configuration not stated)	12.4	11.6	6.8	-1.6	-8.9	-2.7	2.2	-2.4	12.9	i
O=C(CCN(CCO)Cc1ccccc1)Nc1ccc(Br)cc1	0.9	11.1	-1.7	-22.1	-7.5	3.8	nt	-2.5	0.3	-0.3
CC(=O)C1=C(C)NC(SCC(=O)Nc2nc3ccccc3s2)=C(C#N)C1c1ccc(Cl)cc1 (configuration not stated)	12.1	-0.6	-1.4	7.2	3.8	5.3	0.1	-147.0	39.1	-0.3
O=C(COC(=O)CCSc1ccc(Cl)cc1)Nc1ccc(F)cc1	-0.7	15.8	-2.4	-46.2	0.3	-1.0	nt	-2.8	2.9	-2.6
O=C(CCCc1ccccc1)NCCS(=O)(=O)N1CCN(c2ccccc2F)CC1	3.5	-3.3	2.1	-1.6	-4.2	nt	1.0	0.5	nt	0.0
Cc1ccc(OCC(=O)NNC(=O)CCC(=O)Nc2ccc(C)cc2C)cc1	-2.3	4.0	-4.0	-12.5	-3.0	4.6	nt	6.8	24.7	-12.5
Cc1cc(N2CCCC(C(=O)Nc3cccc(Cl)c3)C2)n2ncnc2n1 (configuration not stated)	-3.7	1.5	-3.6	4.8	17.5	-1.0	1.5	6.3	6.5	i
CCCCCC(=C/c1ccccc1)/C=N/Nc1ccc(S(=O)(=O)N2CCOCC2)cc1[N+](=O)[O-]	-5.8	-0.7	-0.4	i	1.0	nt	-0.2	nt	nt	-0.8
CCCc1nnc(SCC(=O)Nc2nnc(CC)s2)n1CC1CCCO1 (configuration not stated)	-3.1	3.6	6.4	-10.6	-14.4	0.5	1.7	7.9	26.0	i
O=C(NCc1ccc(F)cc1)c1cnc2n(c1=O)CCS2	6.5	3.4	5.4	-24.1	6.5	0.3	0.9	-1.1	29.2	-0.3
COc1cc2[nH]c(=S)n(CCN3CCCCC3C)c(=O)c2cc1OC (configuration not stated)	-6.7	-1.1	-2.2	-16.0	5.5	0.1	nt	-4.7	-2.0	-0.4
O=C(NCc1ccccc1)C12CC3CC(CC(Br)(C3)C1)C2	-0.5	16.3	-0.7	-2.3	14.1	-6.9	1.9	1.9	21.4	-0.5
Cc1ccc(S(=O)(=O)N(CC(=O)NCCC2=CCCCC2)Cc2ccccc2F)cc1	7.0	34.1	3.2	-32.3	9.8	-3.0	nt	-2.3	4.9	i
O=c1c(/C=N/O)c(Nc2ccccc2)nc2ccccn12	-4.3	1.9	-1.0	nt	-5.2	-2.5	0.2	-9.6	-20.6	i
CCOC(=O)Cc1csc(NC(=O)c2ccc(OC)c(OC)c2)n1	-2.6	5.9	-1.5	-1.4	1.1	-0.2	nt	-6.0	29.7	-3.3
CNC(=O)c1cc2cc(Cl)cc(OC)c2oc1=O	-8.7	-5.9	-1.9	-3.4	21.3	-2.7	nt	-2.3	nt	0.2
COC(CNC(=O)c1cccnc1)OC	3.4	-11.6	2.6	-6.0	6.9	2.8	0.5	9.7	15.8	-0.3

# Screening data: PubChem, several laboratories
